# DNMT1 inh – blocks human DNA methyltransferase DNMT1; 360,000 compounds, 0.83% hits; P26358; AID 588458; inhibition (reported as % activation of signal), % at 10 µM; DNMT1 molecular beacon, Hinp1I cleavage, fluorescence; in the data active = inhibition above about 50%
# Scp-1 inhibitor – inhibitors of human Scp-1 phosphatase; AID 493091; inhibition, % at 20 µM; Q9GZU7; 340,000 compounds, 0.88% hits; Recombinant Scp1, phosphopeptide, malachite green phosphate absorbance;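 active = inhibition above about 50% at 20 µM, limit read from the data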;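 note: plate controls were DMSO wells with enzyme for no effect and wells lacking enzyme for full effect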
# Target sequence (Q9GZU7 76-261 limits assumed): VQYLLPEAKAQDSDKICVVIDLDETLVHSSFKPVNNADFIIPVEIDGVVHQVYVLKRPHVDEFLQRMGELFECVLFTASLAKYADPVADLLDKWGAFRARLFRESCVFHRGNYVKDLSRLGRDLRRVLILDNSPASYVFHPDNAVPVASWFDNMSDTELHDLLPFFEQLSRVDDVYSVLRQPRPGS
#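 Material – SCP-1 phosphatase catalytic domain, residues 76-261 · Buffer or medium – Acidic Tris acetate buffer with magnesium and detergent · Also added – Phospho 17-mer peptide substrate · Compound – single 20 µM dose, 1% DMSO · Times – 45 min room-temperature reaction, 5 min colour, 30 min stabiliser · Technique – Phosphate-binding colour reagent, absorbance read at 630 nm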
# STEP inh – blocks human striatal-enriched tyrosine phosphatase. P54829. recombinant STEP, OMFP fluorogenic substrate, fluorescence. inhibition, % at 20 µM. 360,000 compounds, 0.25% hits. AID 588621;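 active = inhibition at 20 µM, scaled per plate between control wells, above about 37%, limit read from the data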;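 note: 0% = DMSO with enzyme and substrate and 100% = substrate only without enzyme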
#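 Assay system: isolated STEP enzyme / Timing: 20 min at room temperature, dark / Doses: 20 µM, 1% DMSO / Technique: fluorescence intensity, excitation 480 nm, emission 540 nm / Reagent: fluorogenic phosphatase substrate OMFP at 25 µM final / Measure: percent inhibition scaled to no-enzyme and uninhibited-enzyme controls, plate-pattern corrected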
# MsrA inh – inhibits bovine methionine sulfoxide reductase A. purified bovine MsrA, absorbance read-out. 360,000 compounds, 0.75% hits. inhibition, % at 15.5 µM. AID 651718; in the data active = inhibition above about 4.5%;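 note: 0% = vehicle wells with enzyme and 100% = reference inhibitor wells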
# SUMO1-SIM PPI – SUMO1-SIM interaction modulation. 360,000 compounds, 0.33% hits. SUMO1 binding to a labelled peptide, TR-FRET, 1 h. P63165. AID 602429. inhibition, % at 20 µM; in the data active = inhibition above about 37%
# Target sequence (P63165 whole entry, looked up): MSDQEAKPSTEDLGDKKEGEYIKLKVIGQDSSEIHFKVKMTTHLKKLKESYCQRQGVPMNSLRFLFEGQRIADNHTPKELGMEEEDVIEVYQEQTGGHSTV
# Tb MetRS inh – blocks T. brucei methionyl-tRNA synthetase activity. inhibition, % at 11.9 µM. 360,000 compounds, 0.4% hits. purified T. brucei MetRS, ATP depletion, Kinase-Glo luminescence;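 active = inhibition above a per-plate cutoff of the control wells' mean inhibition plus 3 SD, cut at about 5.5% in these data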;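 note: 0% = DMSO wells median and 100% = median of wells with control inhibitor compound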
#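 Test system: purified T. brucei MetRS enzyme. Also added: ATP, methionine and E. coli bulk tRNA substrates. Compound: 11.9 µM single point. Schedule: 15 min enzyme-compound preincubation, 2 h reaction, 10 min detection, 25 °C. Signal: luciferase luminescence of residual ATP, Kinase-Glo. Evaluation: percent inhibition versus plate control medians. Controls: DMSO wells, low control.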
# bovine MsrA act – activators of bovine methionine sulfoxide reductase A; activation, % at 10.6 µM; 360,000 compounds, 0.3% hits; purified bovine MsrA, absorbance read-out; in the data active = activation above about 7.5%;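 note: 0% = vehicle and 100% = reference activator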
# E coli Lon inh – inhibits E. coli Lon protease; purified E. coli Lon protease, fluorescence polarization; inhibition, % at 7.94 µM; 360,000 compounds, 0.42% hits; in the data active = inhibition above about 13%, passing the limit was not always enough;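 note: 0% = enzyme with probe and DMSO and 100% = no enzyme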
# Target sequence (P0A9M0 whole entry, looked up): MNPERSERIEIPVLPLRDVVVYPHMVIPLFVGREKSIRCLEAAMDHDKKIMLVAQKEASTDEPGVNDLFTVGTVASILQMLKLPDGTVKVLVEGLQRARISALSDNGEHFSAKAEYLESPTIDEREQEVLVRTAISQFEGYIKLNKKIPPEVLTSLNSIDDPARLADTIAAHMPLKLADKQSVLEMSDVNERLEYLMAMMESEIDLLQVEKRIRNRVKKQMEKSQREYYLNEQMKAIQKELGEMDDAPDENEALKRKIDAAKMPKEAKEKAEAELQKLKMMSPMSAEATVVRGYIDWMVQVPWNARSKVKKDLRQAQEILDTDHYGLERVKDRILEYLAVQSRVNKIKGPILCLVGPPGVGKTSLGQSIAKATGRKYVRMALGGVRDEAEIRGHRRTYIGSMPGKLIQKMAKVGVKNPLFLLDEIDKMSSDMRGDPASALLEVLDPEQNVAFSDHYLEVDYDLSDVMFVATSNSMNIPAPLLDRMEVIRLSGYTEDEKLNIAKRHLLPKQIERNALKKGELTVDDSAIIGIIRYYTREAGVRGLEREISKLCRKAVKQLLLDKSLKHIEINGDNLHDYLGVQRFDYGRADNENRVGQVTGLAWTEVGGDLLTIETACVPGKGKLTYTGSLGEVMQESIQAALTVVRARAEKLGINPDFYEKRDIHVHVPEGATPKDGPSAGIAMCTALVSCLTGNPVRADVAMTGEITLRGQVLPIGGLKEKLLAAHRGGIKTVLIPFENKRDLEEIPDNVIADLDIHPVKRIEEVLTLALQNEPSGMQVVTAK
# CendR NRP1 mod – NRP-1/CendR interaction modulation; AID 602438; FAM-RPARPAR peptide binding to NRP-1, fluorescence polarization; 360,000 compounds, 0.85% hits; inhibition, % at 25 µM;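 active = inhibition or corrected inhibition above about 18%, plus a signal ratio from 0.5 to 1.5, limit read from the data, passing the limit was not always enough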; note: strong numbers were not always called active
# LMPTP inh – blocks human LMPTP phosphatase. recombinant LMPTP-A, OMFP fluorogenic substrate, fluorescence intensity. inhibition, % at 20 µM. 360,000 compounds, 0.22% hits. AID 651560;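 active = compounds that cut the enzyme signal by at least half of the control window in the single-dose screen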;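 note: plate controls were DMSO wells with enzyme plus substrate for no effect and substrate without enzyme for full effect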
#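 Test system – LMPTP-A enzyme · Amount – LMPTP-A at 0.625 nM final in the reaction · Buffer or medium – Bis-Tris pH 6.0, DTT, detergent · Reagent – OMFP 400 µM · Doses – single 20 µM dose · Schedule – reaction 50 min, room temperature, dark · Detection – fluorescence intensity of OMFP turnover product · Evaluation – percent inhibition versus substrate-only and uninhibited controls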
# Starred values were filed as active, the others as inactive; . = no result given. This is a random part of the collection; about 4.3% have a hit in one of these screens.
SMILES,DNMT1 inh,Scp-1 inhibitor,STEP inh,MsrA inh,SUMO1-SIM PPI,Tb MetRS inh,bovine MsrA act,E coli Lon inh,CendR NRP1 mod,LMPTP inh
COC(=O)c1ccc(/C=N/N2C(C)CCCC2C)cc1 (centres undefined),-3.2,-1.4,-0.5,1.7,0.6,-0.5,-3.2,-12.7,-12.9,1.4
COc1ccccc1C(=O)Nc1cccc2nc(C)ccc12,1.8,-13.9,-2.4,1.0,-3.7,0.2,-2.3,-5.5,-5.9,0.3
Cc1ccc(NC(=O)CC2SC3=NCCN3C2=O)cc1 (centres undefined),-2.4,-9.4,3.9,-1.4,-2.6,-0.5,-9.5,-3.5,0.4,-1.2
CCCCCOC(=O)Cc1c(C)nc(-c2ccccc2)[nH]c1=O,0.6,-9.3,-0.3,-1.6,-1.7,-1.3,-6.1,-8.5,2.2,-0.2
COc1cccc(C(=O)NCC(=O)OCc2ccc(F)cc2Cl)c1,-2.7,-3.2,0.4,-0.8,4.1,-0.6,-0.2,1.0,3.1,0.6
CN(C)S(=O)(=O)c1cccc(C(=O)OCC(=O)Nc2ccc3c(c2)OCCO3)c1,0.4,-3.6,-0.5,-0.5,-0.9,-0.3,-2.5,-30.5,-4.5,-1.1
CNc1ccc(OC)cc1-n1cnc(-c2ccc([N+](=O)[O-])cc2)c1,2.6,3.0,1.7,0.4,17.8,1.7,-2.1,-2.5,8.7,0.1
COc1cc(/C=C/C(=O)OCC(=O)NCc2ccc3c(c2)OCO3)cc(OC)c1OC,-4.6,-4.6,-1.2,-0.6,7.4,-0.2,-1.6,-7.6,6.4,0.1
CCCCCN(C(=O)CCC(=O)OCc1cccc(F)c1)c1c(N)n(CCCC)c(=O)[nH]c1=O,1.4,-6.2,0.5,-0.1,3.5,-0.2,-2.0,3.9,-6.1,0.7
O=C(NCc1ccccn1)C1Nc2ccc(C(F)(F)F)cc2C2C=CCC12 (centres undefined),-12.5,-5.8,-0.4,-0.1,4.4,-0.3,-4.2,-0.2,-6.3,-0.2
N#CCC(=O)N/N=C/c1coc2ccccc2c1=O,4.5,-10.8,-0.6,-1.5,6.7,-0.7,-2.9,-27.6,-86.2,16.0
Cc1nnc(SCC(=O)N(CC(C)C)c2c(N)n(CC(C)C)c(=O)[nH]c2=O)n1-c1ccccc1,-1.5,-2.2,-1.5,-0.1,-0.4,-0.1,2.9,5.7,6.6,-1.0
N#Cc1cc(C(=O)c2ccccc2O)cn(-c2nccs2)c1=O,3.0,-15.5,-0.8,0.8,-12.5,0.0,-4.0,-248.6,131.9,-0.9
CC(=O)Nc1cccc(NC(=O)NC2CC(=O)N(c3ccc4c(c3)OCCO4)C2)c1 (centres undefined),-2.5,.,4.7,-0.6,6.4,0.0,2.5,-19.6,-1.1,-0.8
C=CCOC(=O)C1=C(C)NC(C)=C(C(=O)OCC=C)C1/C=C/c1ccccc1,-14.4,-13.2,-0.3,1.8,-1.8,0.4,-1.7,1.3,-3.3,4.1
COc1ccc(N2CC(C)Cn3c2nc2c3c(=O)n(Cc3ccccc3)c(=O)n2C)c(OC)c1 (centres undefined),-0.8,2.2,0.1,-2.6,-0.1,0.4,-1.2,-8.5,-19.9,2.3
CCCCCCC#Cc1ccc2c(c1)COc1c3ccccc3nn1-2,3.9,-14.5,0.9,0.2,2.8,-0.4,-6.3,5.7,-3.6,2.5
CCOc1ccccc1N(CC(=O)NC1CCCC1)C(=O)CCCC(=O)Nc1ccccn1,-0.5,6.2,-0.5,-0.4,-1.1,-0.7,-2.8,6.7,0.8,-1.2
COc1ccc(C)cc1-n1nnnc1SCc1nc(N)nc(N(C)C)n1,4.5,.,-0.9,0.3,2.2,0.2,-2.4,2.3,-3.0,0.3
CCOC(=O)C1CCCN(C(=O)Nc2c(-c3ccccc3)noc2C)C1 (centres undefined),-0.8,-1.2,-0.3,0.3,1.8,-0.1,-10.3,-0.2,-6.4,0.1
N#CCCN(C(=O)COC(=O)C1CCN(S(=O)(=O)c2ccc3c(c2)OCCO3)CC1)c1ccccc1,-0.9,-9.6,3.1,0.4,2.2,-0.2,-3.3,-0.5,10.2,3.8
CCOC(=O)C1CCN(C(=O)c2cc(OCC)c(OCC)c(OCC)c2)CC1,0.2,-10.4,7.5,-0.9,-0.9,-0.2,-3.7,-2.6,12.3,-0.7
Cc1ccc(SCC(=O)OC(C)C(=O)NC2(C#N)CCCCC2)cc1 (centres undefined),-0.1,-0.1,-1.3,-1.3,0.2,0.1,-5.9,-0.7,6.7,0.0
Cn1nc(C(F)(F)F)c(C#N)c1N1CCN(c2ccc(F)cc2)CC1,-2.7,-0.4,1.7,0.4,2.7,-0.7,-0.2,0.4,-9.6,0.6
CC1(C)C[C@@H](O)CC2(C1)C[C@]1(C)CC(O)[C@H]2C(C)(C)C1 (some centres undefined),-1.1,-7.9,-0.1,-0.8,0.7,0.7,-0.5,0.2,14.6,-0.1
CCN1CCN(c2ccc(S(=O)(=O)N3CCCCC3)cc2NC(=O)Cc2c(Cl)cccc2Cl)CC1,-3.4,.,0.0,-0.5,-5.4,-0.5,-4.1,7.2,-1.1,1.2
Cc1cccn2c(=O)c3cc(C(=O)NC4CCCC4)sc3nc12,-0.2,1.0,3.9,0.3,-15.7,-0.2,-7.6,-15.2,1.0,1.2
CCc1ccc(C(=O)C[n+]2cccc3cc(OC)ccc32)cc1,-14.2,-7.3,-2.0,0.3,-29.9,-0.5,-0.1,-11.2,9.0,1.3
COc1ccc(-c2nc3ccc(C)cn3c2Cc2ccccc2)cc1OC,-6.8,.,3.2,1.2,5.1,-0.9,-9.3,-6.9,-3.8,1.3
COc1ccc(CC(=O)Nc2ccc(/C(C)=N/NC(=O)c3ccc(OC)cc3OC)cc2)cc1,7.8,-6.1,-1.7,-0.3,18.0,0.1,-4.4,-7.5,11.9,-0.9

# Reprinted from the part before: 2 entries, then new ones.
SMILES,DNMT1 inh,Scp-1 inhibitor,STEP inh,MsrA inh,SUMO1-SIM PPI,Tb MetRS inh,bovine MsrA act,E coli Lon inh,CendR NRP1 mod,LMPTP inh
COc1ccc(-c2nc3ccc(C)cn3c2Cc2ccccc2)cc1OC,-6.8,.,3.2,1.2,5.1,-0.9,-9.3,-6.9,-3.8,1.3
COc1ccc(CC(=O)Nc2ccc(/C(C)=N/NC(=O)c3ccc(OC)cc3OC)cc2)cc1,7.8,-6.1,-1.7,-0.3,18.0,0.1,-4.4,-7.5,11.9,-0.9
O=S(=O)(Nc1ccc(N2CCOCC2)cc1)c1ccccc1,-3.6,8.1,-0.9,-0.3,-2.3,0.1,-0.3,-5.5,14.5,-2.4
CN(C)CCN=Cc1c(O)n(Cc2ccc3c(c2)OCO3)c(=O)c2ccccc12,-4.4,-6.2,1.0,2.7,-6.3,-0.6,-6.1,2.2,-11.7,-2.4
Cc1c(Cl)cccc1NC(=S)Nc1ccccn1,0.5,-9.1,1.9,-0.6,-0.7,-0.5,-2.7,10.4,6.3,-0.4
O=C(OCC(=O)N1c2ccccc2Sc2ccccc21)c1cccnc1,-5.7,-6.0,-1.9,0.3,-0.3,-0.5,-0.9,-3.6,-15.8,0.8
CN1CC(=O)N2C(c3cccc([N+](=O)[O-])c3)c3[nH]c4ccccc4c3C[C@H]2C1=O (some centres undefined),-3.5,-13.1,2.4,2.0,-11.9,77.8*,-2.3,3.4,12.1,0.5
O=C(NC1CCCc2ccccc21)c1ccccc1 (centres undefined),5.5,6.1,-0.1,0.3,-1.1,0.5,-5.6,8.1,-0.2,-1.0
CCCCCC(=O)Oc1cccc(N2C(=O)C3CCCCC3C2=O)c1 (centres undefined),3.0,2.7,0.5,-1.2,3.4,-1.4,-12.1,-5.4,8.7,0.7
CCOP(=O)(c1ccc(N(C)C)cc1)C(O)c1cccnc1 (centres undefined),-0.8,-3.3,-1.3,-0.4,8.8,-0.1,-1.1,-8.9,-0.4,0.0
O=C(O)CCCCCNC(=O)c1cccc(Br)c1,-0.1,-2.4,-0.7,-0.1,-0.3,-0.2,1.0,-7.4,-12.4,-1.2
Cc1ccc(S(=O)(=O)N(CC(=O)NC2CCCCCC2)c2ccccc2F)cc1,-0.3,0.0,-0.5,-1.7,4.1,-1.4,-12.5,1.9,-5.3,2.4
CC(=O)N=c1c(C#N)cc2c(=O)n3ccccc3nc2n1Cc1ccccc1,39.8,-5.2,7.0,0.8,-7.0,-0.7,-0.7,-18.7,-19.4,13.5
O=C1C=C(N2CCN(C(=O)c3ccccc3)CC2)C2(CCCCC2)O1,1.7,1.1,7.4,0.2,0.0,-0.3,0.0,2.4,-4.0,-2.1
Cc1cccc(C)c1NC(=O)C1CCN(C(=O)c2cccs2)CC1,2.0,-3.8,0.5,-0.3,4.2,-0.1,-3.2,-6.0,8.2,-1.2
COC(=O)CC1COc2ccccc2N1C(=O)c1ccc(C(C)(C)C)cc1 (centres undefined),-1.9,-8.4,1.0,0.9,4.8,0.1,-2.1,-3.9,-5.9,1.6
CC1CCN(S(=O)(=O)c2nnc(NC(=O)c3cccc(Cl)c3)s2)CC1,-3.1,-4.8,3.3,1.4,5.9,0.5,-4.0,-11.4,-4.8,-2.2
O=C(CSc1nnc(CNC(=O)c2c(F)cccc2F)o1)NCc1ccccc1Cl,0.7,9.3,-0.3,-0.2,5.2,-0.8,-12.2,-2.6,4.7,-0.9
O=C(O)C1Cc2ccccc2CN1S(=O)(=O)c1ccc(Cl)cc1 (centres undefined),-2.7,24.6,1.0,2.2,4.1,-1.5,-7.7,-1.5,-3.1,0.1
COc1ccc(CNC(=O)C(c2cccs2)N(Cc2ccco2)C(=O)Cc2cccs2)cc1 (centres undefined),-1.4,-9.7,0.1,0.3,6.1,-0.3,-2.8,-10.4,-9.6,2.3
Cc1ccc(CNC(=O)CN2C(=O)COc3ccc(S(=O)(=O)N4CCC(C)CC4)cc32)o1,-1.2,-5.5,-2.2,-0.4,4.4,-0.1,-2.6,-0.2,11.6,0.7
COc1ccc(NC2(c3ccccc3)OC(=O)c3ccccc32)cc1 (centres undefined),-7.0,-9.3,-2.0,-0.3,-0.4,0.0,-4.1,-8.6,-4.3,1.0
Cc1nc(CNC(=O)c2ccccc2OC2CCN(S(C)(=O)=O)CC2)cs1,0.8,60.7*,-2.0,-1.0,0.7,-0.9,-3.7,-7.7,-2.7,-0.7
CCSc1nc2ccccc2n1C(=O)/C=C/c1ccc(OC)c(OC)c1,8.7,0.7,-3.3,2.5,15.7,0.1,-1.9,-4.0,0.8,3.1
